Ba/F3 V617F tox = reduced viability of JAK2V617F-dependent Ba/F3 cells, primary screen, JAK2V617F inhibitor project, cell-based, Ba/F3 EpoR-JAK2V617F, luminescence; ATP luminescence; inhibition, % at 5.6 µM; actives 1.1% (n = 220,000); AID 1446, 2008;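 active means inhibition above the campaign mean plus 3 SD over all tested compounds, cut at about 24% in these data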;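 further: cytokine-independent growth of Ba/F3 cells driven by EpoR plus mutant JAK2; 0% = DMSO-treated cells and 100% = JAK inhibitor I control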
PPC-1+TRAIL kill = compounds killing PPC-1 cancer cells with TRAIL present, primary screen, TRAIL potentiator project, ATPLite luminescence, uHTS | PPC-1 cells + TRAIL, ATPLite viability luminescence | cell killing (% activity), % at 4 µM | actives 0.41% (n = 220,000) | AID 1443, 2008;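 active means cell killing above 50% in the first pass at 4 µM, then a duplicate retest at 5 µM averaging 50% or more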;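 further: plate controls were cells with TRAIL plus DMSO for no effect and medium-only wells lacking cells for full effect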
CHOP inh = inhibitors of CHOP promoter induction, primary screen, cell-based, unfolded protein response, luciferase reporter | CHO-K1 CHOP-promoter luciferase, tunicamycin-induced, 15-18 h | actives 3.8% (n = 220,000) | AID 2732, 2010 | inhibition, % at 10 µM;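 active means compounds that reduced the stress-induced luciferase reporter signal by more than about 70% of percent inhibition, limit read from the data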;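 further: 0% = tunicamycin plus vehicle and 100% = wells without tunicamycin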
Wee1 degr inh = Wee1 degradation inhibitors, primary screen, cell-based, HeLa, Wee1K328M-luciferase, luminescence; actives 1.2% (n = 220,000); AID 1321, 2008; Wee1-like protein kinase (Homo sapiens), P30291; reporter increase, % at 5 µM; HeLa Luc-Wee1K328M stability; 100% = proteasome inhibitor MG132 effect;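 active means activation above the mean of all tested compounds plus 3 SD, set per screening run, cut at about 8.8% in these data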;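 further: cells exposed to compound for 20 h before luminescence read; 0% = DMSO alone and 100% = MG132 at 30 µM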
Target sequence (P30291 whole entry K328M): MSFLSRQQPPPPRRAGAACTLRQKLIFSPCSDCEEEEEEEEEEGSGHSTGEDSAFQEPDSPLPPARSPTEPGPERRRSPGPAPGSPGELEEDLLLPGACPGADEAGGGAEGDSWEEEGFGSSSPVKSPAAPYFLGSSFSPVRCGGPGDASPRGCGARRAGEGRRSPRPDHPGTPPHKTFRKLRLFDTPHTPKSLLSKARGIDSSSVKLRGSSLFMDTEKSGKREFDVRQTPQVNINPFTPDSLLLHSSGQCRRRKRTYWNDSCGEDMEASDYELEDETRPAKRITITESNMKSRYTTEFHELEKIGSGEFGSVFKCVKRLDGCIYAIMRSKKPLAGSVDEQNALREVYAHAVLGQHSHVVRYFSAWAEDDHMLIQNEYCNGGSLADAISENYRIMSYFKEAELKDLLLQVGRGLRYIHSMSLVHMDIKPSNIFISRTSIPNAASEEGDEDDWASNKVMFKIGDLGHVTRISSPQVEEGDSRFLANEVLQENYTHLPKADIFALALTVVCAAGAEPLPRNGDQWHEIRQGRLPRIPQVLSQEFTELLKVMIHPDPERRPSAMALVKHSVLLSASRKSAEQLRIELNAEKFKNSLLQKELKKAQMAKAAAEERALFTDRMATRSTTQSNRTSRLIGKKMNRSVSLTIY
TRPML3 agonist = human TRPML3 channel agonists, primary screen, cell-based, HEK293 TRPML3-YFP, Fluo-8 calcium fluorescence, 3 µM; Mucolipin-3 (Homo sapiens), Q8TDD5; 100% = the carbachol control signal; activation, % at 3 µM; actives 0.29% (n = 220,000); AID 1448, 2008;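 active means activation above its plate's cutoff, the mean activation of the plate's test wells plus 3 SD, cut at about 12% in these data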;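 further: 0% = DMSO only wells and 100% = carbachol wells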
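Material: TRPML3-YFP stable HEK293 cells | Dosing: One concentration, 3 µM nominal, 0.3% DMSO | Timing: 125 s total fluorescence read per well | Technique: Fluo-8 calcium dye fluorescence, ex 470-495, em 515-575 nm | Measure: Percent activation from peak-to-basal fluorescence ratio, scaled between DMSO and carbachol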
TNF necrop inh = inhibitors of TNF-alpha triggered necroptosis, primary screen, cell-based, Jurkat FADD-/-, single concentration; Jurkat FADD-/- TNF necroptosis rescue, ATP luminescence, 24 h; 0 = TNF only, 100 = no-TNF cells; AID 463075, 2010; actives 0.068% (n = 220,000); activation (protection from cell death), % at 10 µM;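 active means activation, meaning protection from cell death, of at least 50% relative to plate controls; inactive means activation below 50%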;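 further: necroptosis triggered by 40 ng/mL TNF-alpha added together with compound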
TRPN1 ag = zebrafish TRPN1 channel agonists, primary screen, cell-based, HEK293, calcium fluorescence | actives 0.18% (n = 220,000) | activation, % at 3 µM | transient receptor potential cation channel N1 (TRPN1/NompC), Danio rerio | HEK293 zebrafish TRPN1-YFP, Fluo-8 calcium fluorescence; 100% = response to 87 µM carbachol;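 active means activation above its plate's cutoff, the mean activation of test wells on that plate plus 3 SD, cut at about 19% in these data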;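 further: 0% = DMSO alone and 100% = 87 µM carbachol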
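Material – zebrafish TRPN1-YFP in HEK293 cells · Doses – 3 µM single point · Schedule – dye 1 h 37 °C plus 30 min RT · Signal – Fluo-8 calcium fluorescence, excitation 470-495 nm, emission 515-575 nm · Read-out – % activation versus carbachol response · Control set – carbachol high, DMSO low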
RBBP9 inhibitor = human RBBP9 inhibitors, primary screen, biochemical, fluorescence polarization, FP-Rh probe, HTS. Serine hydrolase RBBP9 (Homo sapiens), O75884. recombinant RBBP9. inhibition, % at 7.94 µM. actives 0.2% (n = 220,000). AID 1515, 2009;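 active means inhibition above the campaign mean of all tested compounds plus 3 SD, cut at about 14% in these data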;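 further: plate controls were DMSO wells with RBBP9 for no effect and wells lacking RBBP9 protein for full effect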
Target sequence (O75884 whole entry, looked up): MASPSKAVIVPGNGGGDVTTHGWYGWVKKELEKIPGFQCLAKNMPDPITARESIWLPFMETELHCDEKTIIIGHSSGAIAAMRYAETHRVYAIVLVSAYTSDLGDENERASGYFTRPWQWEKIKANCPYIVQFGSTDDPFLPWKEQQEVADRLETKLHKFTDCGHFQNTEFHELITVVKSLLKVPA
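Test system: recombinant human RBBP9; Timing: 30 min then 45 min, 25 °C; Detection: fluorescence polarization; Control set: RBBP9 with DMSO as uninhibited control, no-protein wells as full inhibition; Compound dosing: one concentration, 7.94 µM nominal, 0.794% DMSO; Probe or stimulus: FP-Rh activity-based probe, 375 nM before mixing.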
BaF3 parental = parental Ba/F3 cell viability inhibition, counter-screen for JAK2V617F inhibitor project, murine pro-B, CellTiter-Glo luminescence | CellTiter-Glo ATP luminescence | inhibition, % at 5.6 µM | actives 1.1% (n = 220,000) | AID 1486, 2009;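 active means inhibition above a per-campaign cutoff, the mean inhibition of all tested compounds plus 3 SD, cut at about 27% in these data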;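 further: 0% = DMSO wells and 100% = JAK Inhibitor I control wells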
The depositor's hits bear a star; . = no result given.

SMILES | Ba/F3 V617F tox | PPC-1+TRAIL kill | CHOP inh | Wee1 degr inh | TRPML3 agonist | TNF necrop inh | TRPN1 ag | RBBP9 inhibitor | BaF3 parental
Cc1cc(=O)oc(C)c1C(=O)OCC(=O)c1ccc2ccccc2c1 | -3 | 28 | 71* | 3 | 1.2 | -0.5 | 1.6 | 0 | 0
CC1Cc2ccccc2N1Cc1nc2cc(Cl)ccc2c(=O)[nH]1 (stereo not given) | -1 | 10 | 62 | -1 | -0.4 | -0.5 | 0.2 | -5 | 5
CC1CCOC(c2coc3ccccc3c2=O)O1 (stereo not given) | 3 | 25 | -4 | -1 | -0.7 | -1.0 | -0.1 | -7 | 9
COC(=O)Cn1cnc2sc(C)c(S(=O)(=O)N3CCC(C)CC3)c2c1=O | -4 | -4 | 9 | 1 | 0.5 | -1.3 | -0.6 | -1 | 1
O=C(Cc1cccs1)N/N=C/C(Cl)=C/c1ccccc1 | 1 | . | -18 | 0 | 0.8 | 2.5 | 1.7 | -8 | 14
CC(=O)c1ccc(-n2nncc2C)cc1 | -1 | 13 | 16 | -1 | 0.6 | 0.0 | -0.4 | 2 | 2
CCOc1cc(/C=N/NC(=O)Cc2ccc(C(F)(F)F)cc2[N+](=O)[O-])c(Br)cc1OC | 1 | -2 | 101* | -3 | 0.6 | -2.2 | 0.6 | -5 | 4
Cc1cc(C(F)F)n2ncc(C(=O)N3CCC(C(N)=O)CC3)c2n1 | 4 | 20 | -9 | -1 | 0.1 | 0.2 | -1.4 | 0 | 8
CCOc1ccccc1N1CCN(Cc2cccc(OC)c2O)CC1 | 40* | 8 | 57 | -2 | 0.5 | 0.8 | 0.1 | 4 | 4
O=C(CN(C(=O)c1ccc(Cl)cc1)N1C(=O)C2C3C=CC(C3)C2C1=O)c1cccs1 (stereo not given) | -1 | 13 | 13 | -1 | 0.4 | 0.5 | 1.8 | 5 | -2
CCc1ccc(OCCOCC(O)CNC(C)CC)cc1 (stereo not given) | 2 | 14 | 2 | -4 | 1.1 | 2.2 | 0.2 | -8 | 10
C/C(CC(=O)Nc1ccc(Cl)cc1)=N\NC(=O)C(=O)N1CCCCC1 | 2 | 5 | 11 | 3 | 0.3 | -0.3 | 0.3 | -1 | 9
CCCn1c(Nc2ccccc2C)nc2ccccc21 | -2 | 16 | 6 | 0 | 0.0 | -1.3 | -1.0 | -4 | 5
CCc1ccc(NC(=O)C2CC(=O)Nc3ncnn32)cc1 (stereo not given) | 0 | 22 | 3 | 1 | 0.2 | 0.6 | 5.0 | -8 | 3
CCOC(=O)c1ccc(NCn2c(=O)oc3ccccc32)cc1 | 0 | 3 | 11 | -4 | 1.7 | -12 | 2.0 | -8 | 0
O=C(Nc1ccc(F)c(Cl)c1)NC1CC1 | -2 | 18 | 13 | 2 | 0.3 | 1.3 | 0.6 | 3 | 4
O=C(Nc1ccc2c(c1)OCO2)C1CCN(S(=O)(=O)c2cccc3cccnc23)CC1 | -4 | 19 | -29 | -1 | 0.1 | -2.5 | 0.1 | -5 | 0
Cc1c(C#N)c(NC(=O)CCl)n(Cc2ccccc2)c1C | 31* | -3 | -12 | 1 | 0.0 | -7.8 | 0.9 | -1 | 2
O=C1COc2ccc(C(=O)CSc3nnc(-c4cccs4)n3Cc3ccccc3)cc2N1 | -1 | 12 | 43 | 2 | -1.4 | -3.3 | -1.3 | -11 | 3
Fc1cccc(NC(=S)N2CCn3cccc3C2c2cccnc2)c1 (stereo not given) | 1 | -9 | -5 | 1 | 0.5 | 1.3 | 0.9 | -2 | 10
COc1ccccc1N1CCN(/N=C/c2cccc(OC)c2O)CC1 | 1 | 20 | -14 | 0 | 0.9 | 1.0 | 1.1 | 0 | 11
CC(=O)OCC1OC(OC(C)=O)C(NC(=O)Cc2ccccc2)C(OC(C)=O)C1OC(C)=O (stereo not given) | 2 | 2 | -3 | -3 | 0.6 | -0.6 | 1.9 | -5 | 0
O=C(COc1cc(F)ccc1[N+](=O)[O-])Nc1ccc(N2CCOCC2)cc1 | 4 | 9 | -2 | 0 | 1.9 | 1.4 | 3.5 | 1 | 8
Cc1nc(-c2nc(-c3c(C(=O)NN)noc3C)cs2)cs1 | 5 | 13 | 3 | 4 | -1.1 | -1.3 | 0.0 | -8 | 6
CN(C)S(=O)(=O)c1ccc(C(=O)Nc2nc(-c3ccccc3)c(C(=O)c3ccccc3)s2)cc1 | -3 | 16 | 8 | -1 | 1.1 | 1.8 | 1.7 | 6 | 1

Nothing new here: an excerpt of the list.
SMILES | Ba/F3 V617F tox | PPC-1+TRAIL kill | CHOP inh | Wee1 degr inh | TRPML3 agonist | TNF necrop inh | TRPN1 ag | RBBP9 inhibitor | BaF3 parental
Fc1cccc(NC(=S)N2CCn3cccc3C2c2cccnc2)c1 (stereo not given) | 1 | -9 | -5 | 1 | 0.5 | 1.3 | 0.9 | -2 | 10
COc1ccccc1N1CCN(/N=C/c2cccc(OC)c2O)CC1 | 1 | 20 | -14 | 0 | 0.9 | 1.0 | 1.1 | 0 | 11
CC(=O)OCC1OC(OC(C)=O)C(NC(=O)Cc2ccccc2)C(OC(C)=O)C1OC(C)=O (stereo not given) | 2 | 2 | -3 | -3 | 0.6 | -0.6 | 1.9 | -5 | 0
O=C(COc1cc(F)ccc1[N+](=O)[O-])Nc1ccc(N2CCOCC2)cc1 | 4 | 9 | -2 | 0 | 1.9 | 1.4 | 3.5 | 1 | 8
Cc1nc(-c2nc(-c3c(C(=O)NN)noc3C)cs2)cs1 | 5 | 13 | 3 | 4 | -1.1 | -1.3 | 0.0 | -8 | 6
CN(C)S(=O)(=O)c1ccc(C(=O)Nc2nc(-c3ccccc3)c(C(=O)c3ccccc3)s2)cc1 | -3 | 16 | 8 | -1 | 1.1 | 1.8 | 1.7 | 6 | 1

Going on with the list.
SMILES | Ba/F3 V617F tox | PPC-1+TRAIL kill | CHOP inh | Wee1 degr inh | TRPML3 agonist | TNF necrop inh | TRPN1 ag | RBBP9 inhibitor | BaF3 parental
CCOP(=O)(OCC)c1nc(-c2ccc(Cl)cc2Cl)oc1N1CCCCC1 | 0 | -3 | 51 | -4 | 0.4 | -2.7 | -0.8 | 1 | 3
CCc1ccc(NC(=O)Nc2ccncc2)cc1 | 1 | 8 | -22 | 7 | 1.8 | -2.1 | 0.6 | -6 | 4
CCOC(=O)c1csc(-c2ccc3c(c2)CCO3)n1 | -3 | 34 | 12 | 3 | 0.1 | -1.5 | -1.1 | 0 | -2
COCCCNC(=O)C1CCN(S(=O)(=O)c2c(C)noc2/C=C\c2ccc(OC)cc2)CC1 | -1 | -4 | 0 | -1 | 0.1 | 1.1 | 0.8 | 4 | -3
CC(C)O/C(=N\S(=O)(=O)c1ccc(Cl)cc1)c1ccccc1 | -3 | 14 | 67 | 1 | 0.5 | 6.1 | 0.1 | -2 | -4
COC(=O)[C@H]1C[C@@H]1[C@H](NC(=O)c1cnccn1)c1ccccc1 | -3 | -1 | 8 | 5 | 0.5 | 0.6 | -0.8 | -4 | 0
O=C(/C=C/c1ccc2c(c1)OCO2)Nc1nc(-c2ccc(F)cc2F)cs1 | 2 | 18 | 31 | 3 | 1.4 | 0.7 | 4.3 | 0 | 10
CC(C)OC(=O)C1C(=O)CC(C)(O)C(C(=O)OC(C)C)C1c1cccc([N+](=O)[O-])c1 (stereo not given) | -3 | 19 | -4 | 3 | 0.1 | 2.2 | 0.3 | -4 | 0
CN(CC(=O)Nc1ccc(Cl)cc1)S(=O)(=O)c1cccc2cccnc12 | 2 | -10 | 43 | -1 | 1.3 | -2.6 | 2.5 | -4 | 8
Cc1c(S(=O)(=O)N2CCc3ccccc3C2)c(=O)n(C)c(=O)n1C | 3 | 25 | 10 | -1 | 0.4 | 0.0 | 0.2 | -3 | 3
CCOC(=O)N1CCN(C(=O)CSc2ccc3nnc(CCNC(=O)c4ccc(OC)cc4)n3n2)CC1 | 2 | 12 | -1 | 1 | 0.3 | -0.9 | 2.6 | -5 | 7
O=C(COC(=O)c1n[nH]c(=O)c2ccccc12)c1ccc(Cl)cc1 | 1 | -8 | -29 | 0 | -0.2 | -0.8 | -0.8 | -11 | 4
Cc1ccc(NC(=O)C2(S(=O)(=O)c3ccc(C)cc3)CC2)cc1 | -1 | 37 | 19 | -1 | -1.0 | -0.5 | -1.2 | -4 | 4
CC(=O)c1cc(-c2ccccc2)n(CCC(=O)NC2CCCC2)c1C | -1 | -6 | -7 | 4 | 0.0 | 0.0 | -0.9 | -2 | 4
COc1ccc(C(C)(C)C)cc1NC(=O)COC(=O)c1ccc([N+](=O)[O-])o1 | -2 | -15 | 18 | 4 | -0.9 | 1.4 | -0.8 | -7 | 0
O=c1c(-c2ccccc2)[n+]([O-])c2ccccc2n1O | -1 | 29 | -7 | 0 | 0.1 | -2.2 | 0.6 | -8 | 3
Cc1cc(C)c2c(c1)/C(=N/NC(=O)c1cc(C)oc1C)CCC2 | 3 | 3 | 36 | 0 | 0.9 | 0.1 | 0.4 | -5 | 4
COc1ccc(CCNC(=O)/C(C#N)=C/c2ccc(OCC(=O)NCC3CCCO3)cc2)cc1OC (stereo not given) | -2 | -2 | 11 | 0 | 1.1 | 1.2 | 3.0 | -4 | -1
COc1ccc(C(=O)Nc2ccc(CN3CCCCC3)cc2)cc1 | 3 | 11 | -6 | 0 | 1.1 | 0.9 | 0.7 | -6 | 7
Cn1c(=O)c2c(nc(NCc3ccco3)n2Cc2ccccc2Cl)n(C)c1=O | 1 | 10 | 33 | 1 | 1.2 | -1.7 | 0.2 | -5 | 10
O=C(O)CCCC(=O)Nc1ccc(C(=O)N2CCCCC2)c(Cl)c1 | -3 | 5 | -17 | -1 | 0.9 | -1.1 | -0.8 | -5 | 7
N#CCC(=O)N/N=C/c1ccc(Sc2nc3ccccc3s2)o1 | 0 | 19 | -10 | 5 | 0.2 | -1.2 | 0.7 | -13 | 2

Assay outcomes as filed in PubChem BioAssay.

Compounds were not picked by outcome; any-hit rate near 6.8%.
